Assay outcomes (PubChem BioAssay)
miR-122 sensor: miR-122 Renilla sensor signal increase in Huh7, primary screen, miR-122 inhibitor project, cell-based, single point, plate reader. hit rate 0.3% among 340,000. Huh7 miR-122 Renilla luciferase sensor, 48 h; neutral wells = 0, positive control = 100. AID 602342, 2012. activation (reporter increase), % at 12.5 µM;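 active means mean replicate activation score at least 90 and every replicate individually at or above 90; inconclusive means only one of the two criteria met; inactive means neither criterion met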;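 further: higher luciferase means less miR-122 activity so hits act as miR-122 inhibitors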
* = called active by the depositor; ? = inconclusive. Only part of the results is shown; the hit share may differ from the screen's.

miR-122 sensor	Structure
-5.6	COc1cc2[nH]cc(C(=O)NCc3cccs3)c(=O)c2cc1OC
5.5	O=C(C1=C(O)C(=O)N(CC2CCCO2)C1c1cccnc1)c1ccco1 (configuration not stated)
-3.6	CC(C)(C)NC(=O)COC(=O)c1nsc(Cl)c1Cl
-4.4	O=C(NCC1CCCO1)NC1(C(F)(F)F)Oc2ccccc2O1 (configuration not stated)
8.7	O=C(CN1CCN(Cc2ccccc2)CC1)c1c[nH]c2ccccc12
-0.8	COC(=O)c1ccc(CSc2nnc3ccccn23)o1
-31.8	Cc1cc2n(n1)C(c1cn(-c3ccccc3)nc1C)Nc1c(C)cccc1-2 (configuration not stated)
1.5	O=C1c2cccnc2C(=O)N1c1ccccc1-c1ccccc1
14.6	CCCCC(=O)Nc1ccc(NC(=O)c2ccc(C)c([N+](=O)[O-])c2)cc1OC
3.4	O=C(CNC(=O)c1ccco1)OCc1ccc(Cl)cc1
-2.8	CCOc1ccc(N(CC(=O)NCC(C)C)S(C)(=O)=O)cc1
0.3	O=C(NCC1CCCO1)c1ccc(NC(=O)C2CCCCC2C(=O)O)cc1 (configuration not stated)
-7.2	Cc1ccnc(NC(=O)CCC(=O)N(CC(=O)NC2CCCCC2)CC2CCCO2)c1 (configuration not stated)
0.0	COCCn1c(=S)[nH]c2cc(C(=O)N3CCN(Cc4ccc5c(c4)OCO5)CC3)ccc2c1=O
-5.8	Cc1ccc(NC(=O)c2ccco2)c(NC(=O)CN2C(=O)c3ccccc3C2=O)c1
3.9	Cc1cc(C)nc(NC(=O)c2ccc(C)c([N+](=O)[O-])c2)n1
12.4	Nc1cccnc1Sc1cccc(Cl)c1
-5.2	CCNC(=O)CC1C(=O)N(c2ccccc2)C(=O)N1CCC(C)C (configuration not stated)
-5.5	COC(CNc1cc(=O)oc2ccccc12)OC
2.9	COCCNC(=O)CCCCCn1c(=S)[nH]c2ccccc2c1=O
-0.8	CC(Sc1nc2ccccc2[nH]1)C(=O)O (configuration not stated)
10.8	CC(C)OCCCNc1ncnc2c1[nH]c1ccccc12
-6.4	COc1cccc(C2/C(=C(\O)c3ccc(OC)c(OC)c3)C(=O)C(=O)N2c2cc(C)on2)c1 (configuration not stated)
-9.3	COc1ccc(S(N)(=O)=O)cc1C(=O)NCCCN1CCN(c2ccccc2OC)CC1
1.0	CCCS(=O)(=O)N1CCC(C(=O)N2CCc3ccccc3C2)CC1
19.2	O=C(CSc1nnc(Cn2cnc3ccccc32)o1)c1ccccc1
3.3	COc1cccc(C(C(=O)NCc2ccco2)N(C(=O)Cn2nnc3ccccc32)C2CC2)c1OC (configuration not stated)
-0.4	COc1cccc(OC)c1OCCCSc1nc(C)cc(=O)[nH]1
-3.8	Cc1ccc(-c2csc(NC(=O)C3CC=CCC3C(=O)O)c2C(=O)OC(C)C)cc1 (configuration not stated)
-3.2	O=C(Nc1ccc2c(c1)OCO2)C1CCCN(S(=O)(=O)Cc2ccccc2)C1 (configuration not stated)
-3.9	N#CC(C#N)=Cc1cc2ccccc2nc1N1CCOCC1
-2.2	N#Cc1c(NC(=O)CSc2nc(-c3ccco3)cc(C(F)(F)F)n2)sc2c1CCCC2
0.7	N=C(CC1CC(=O)NC(=O)C1)C1=C(O)CCCC1=O
3.1	COc1ccc(-c2cc(C(F)(F)F)nc(N3CCN(Cc4ccccc4)CC3)n2)cc1OC
-4.2	COc1ccc(C)cc1NC(=O)COC(=O)c1c(C)noc1C
-9.6	C=CCN1C(=O)CSC1=Nc1cccc(O)c1
2.4	Cc1ccc(CC(=O)Nc2cccc(C)n2)cc1
-7.0	CCOC(=O)C(C)Sc1cc(CS(=O)(=O)c2ccccc2)nc(-c2ccccc2)n1 (configuration not stated)
-6.7	CC(C)Cc1ccc(C(C)C(=O)OCC(=O)c2c[nH]c3ccccc23)cc1 (configuration not stated)
0.2	C=CCn1c2ccccc2c2nnc(SCN3C(=O)c4ccccc4C3=O)nc21
-7.0	O=c1c2ccccc2ncn1C1CCCCC1
6.6	Clc1ccc(N=c2ssnc2Cl)cc1
-4.0	CC(C)Cn1c(-c2ccco2)n[nH]c1=S
6.6	COCCNS(=O)(=O)c1ccc(F)c(OC)c1
4.8	Cc1ccc(-c2noc(CNCCCN(C)C)n2)cc1
-25.1	CN(C(=O)c1ccc(S(=O)(=O)N2CCCC2)cc1)C1CCCCC1
-3.3	CC(C)NCC(O)COc1ccc2c(c1)CCC2 (configuration not stated)
1.6	Cc1ccc(C(=O)COC(=O)C2CC(=O)N(c3nc(-c4ccccc4)cs3)C2)cc1 (configuration not stated)
5.5	CCCc1cc(=O)[nH]c(SCC(=O)c2cc(C)n(CCC)c2C)n1
1.4	O=C(CN1CCN(C(=O)c2ccco2)CC1)Nc1ccc2c(c1)OCCO2

Going on with the list:
miR-122 sensor	Structure
3.0	CCNc1nc(NCC)n2c(SCC(=O)NC34CC5CC(CC(C5)C3)C4)nnc2n1
0.3	O=C(CSC1=NCCS1)N1CCCC1
27.5	Cc1cccc(S(=O)(=O)Nc2ccc(C)c3c2OC(C)(C)C3)c1
-6.4	O=C(CCn1cccc1)Nc1ccccc1F
-1.7	Clc1ccc(CN2C3=NCCCN3c3ccccc32)cc1
1.3	O=C(COC(=O)c1ccccc1Nc1cccc(C(F)(F)F)c1)NCc1ccco1
5.2	COc1cc(/C=C(/NC(=O)c2ccccc2Cl)C(=O)O)cc(OC)c1OC
2.4	CCOc1ccc(S(=O)(=O)N2CCN(C)CC2)c(C)c1C
17.3	O=c1[nH]c(=O)n(Cc2ccco2)c2c1C(C(F)(F)F)(C(F)(F)F)N=C(Cc1ccccc1)N2
-3.9	O=C(CSc1nc2ccccc2[nH]1)Nc1ccc(F)c(F)c1
1.4	CCNC(=O)CC1C(=O)N(C)C(=S)N1NC(=O)c1ccc(Cl)cc1 (configuration not stated)
0.6	CN1CCN(C(=O)c2ccc(-c3cnn(C)c3)c3ccoc23)CC1
-1.3	Cc1cccc(C)c1OCC(=O)Nc1ncn[nH]1
2.4	CCOc1ccc(Oc2ccc(-c3nnc(-c4ccccc4)o3)cc2[N+](=O)[O-])cc1
1.1	CCOC(=O)CC1C(=O)NCCN1S(=O)(=O)c1ccc(Cl)cc1Cl (configuration not stated)
5.1	Cc1ccc(NCc2nnc(SCc3ccc(C#N)cc3)n2Cc2ccco2)c(C)c1
-9.8	O=C(CSc1nc2ccccc2o1)Nc1nc2ccccc2s1
10.2	O=S(=O)(NC1CC2CCC1C2)c1ccc(Br)s1 (configuration not stated)
-2.9	CC(=O)c1ccc(NC(=O)C2CC(=O)N(Cc3ccccc3)C2)cc1 (configuration not stated)
4.0	Cn1nnc(NCc2cc(Br)ccc2OCc2cccs2)n1
-18.7	COC(=O)c1cccc(NC(=O)CSc2nc3cccnc3n2C)c1
-5.5	CCS(=O)(=O)N1CCC(C(=O)NCc2ccco2)CC1
-3.8	O=C(Cn1nc(C(F)(F)F)c2c1CCCCC2)N1CCOCC1
?	O=C(NC1CCCC1)C(c1ccccc1)N(Cc1ccc2c(c1)OCO2)C(=O)Cc1cccs1 (configuration not stated)
-0.1	COc1ccc(OCC(=O)N2CCOCC2)cc1
-3.2	Nn1c(SCC(=O)N2CCOCC2)nnc1-c1ccccc1Cl
29.2	Cn1c(SCCCC(=O)c2ccc(Br)cc2)nnc1-c1ccncc1
0.9	CCCCNC(=O)Nc1cc(C)on1
1.1	C=C(C)Cn1c(SCC(=O)O)nnc1-c1ccc(C(C)(C)C)cc1
-5.0	CC(=O)c1ccc(S(=O)(=O)N2CCN(c3nc4c(C)c(C)ccc4cc3C#N)CC2)cc1
2.7	O=C(c1ccccc1)N1CCN(C2CC3CCC2C3)CC1 (configuration not stated)
-2.2	CC(C)C[C@H](NC(=O)OC(C)(C)C)C(=O)N1CCC(C(=O)N[C@@H](Cc2ccccc2)C(=O)O)CC1
-14.4	CC(=O)NCc1ccc(-c2csc(N)n2)s1
14.3	COc1ccc(C(=O)Nc2ccc(NC(C)=O)cc2)cc1S(=O)(=O)N1CCCCC1C (configuration not stated)
2.9	COc1ccc(NC(=O)/C(=C\c2ccc(OS(=O)(=O)c3ccc(C)cc3)cc2)NC(=O)c2ccccc2)cc1
-2.5	CCOC(=O)C1CCN(C(=O)CC2C(=O)N(Cc3ccccc3)C(C)c3nc4ccccc4n32)CC1 (configuration not stated)
-6.1	CCOC(=O)c1c(NC(=O)Cn2c(C)nc3ccccc32)sc2c1CCC2
-6.3	C/C(Cl)=C/Cn1c(N2CCCC2)nc2c1c(=O)n(C)c(=O)n2C
3.1	O=C(O)CCCC(=O)Nc1cccc(C(F)(F)F)c1
-0.2	CC(C)NCCOCCSc1ccc(Cl)cc1

A stretch from the list above, for reference:
miR-122 sensor	Structure
2.7	O=C(c1ccccc1)N1CCN(C2CC3CCC2C3)CC1 (configuration not stated)
-2.2	CC(C)C[C@H](NC(=O)OC(C)(C)C)C(=O)N1CCC(C(=O)N[C@@H](Cc2ccccc2)C(=O)O)CC1

Remaining list, next part.
miR-122 sensor	Structure
-1.7	O=C(C1CCN(S(=O)(=O)c2cccc3nsnc23)CC1)N1CCc2ccccc21
-4.7	N/C(=N\OC(=O)CC1CCCCC1)c1ccc([N+](=O)[O-])cc1
-4.2	O=C(NC1CCCCCC1)C1CCN(c2nc3ccccc3o2)CC1
5.8	N#CC1=C(N)OC2=C(C(=O)CC(c3ccco3)C2)C1c1ccc(OCc2c(F)cccc2Cl)cc1 (configuration not stated)
-4.0	C/C(CC(=O)Nc1ccc(OCc2ccccc2)cc1)=N\NC(=O)C(=O)Nc1ccccc1C
-7.8	CCOc1ccc(CCNC(=O)c2cc3sccc3n2CC)cc1OCC
-6.4	C=CCn1cc(C(=O)NCc2ccc3c(c2)OCO3)c(=O)c2cc(S(=O)(=O)N(CC)CC)ccc21
2.0	COCCNCCCCOc1ccc(Br)cc1C
-8.6	CCCCC1(Cc2ccc([N+](=O)[O-])cc2)C(=O)N(c2ccccc2)N(c2ccccc2)C1=O
-2.9	CCNC(=O)C(=O)NCCc1ccc(Cl)cc1

A draw from above in order of length of the SMILES, ascending:
miR-122 sensor	Structure
2.0	COCCNCCCCOc1ccc(Br)cc1C
-4.2	O=C(NC1CCCCCC1)C1CCN(c2nc3ccccc3o2)CC1
-8.6	CCCCC1(Cc2ccc([N+](=O)[O-])cc2)C(=O)N(c2ccccc2)N(c2ccccc2)C1=O

The listing continues.
miR-122 sensor	Structure
-11.4	CCCCOc1ccc(S(N)(=O)=O)cc1
-1.0	CCOC(=O)c1ccc(NC(=O)N2CCN(CCc3ccccc3)CC2)cc1
-3.7	Nn1c(SCC(=O)Nc2ccc3c(c2)OCO3)nnc1-c1ccccc1
11.2	Cc1cc(C)n(C(CC(=O)N2CCc3ccccc3C2)C(=O)O)n1 (configuration not stated)
-6.1	COc1cccc(-n2nnnc2SCC(=O)NCc2ccco2)c1
1.3	CCN1C(=O)N(C)C(N(O)C(=O)NC)C1(C)C (configuration not stated)
-12.8	CN(C)c1nc(Cl)cc(N2CCOCC2)n1
0.7	O=c1cnnc(NCc2ccccc2)[nH]1
0.5	CC1(O)c2ccccc2C(=O)N1CCc1ccccc1F (configuration not stated)
3.8	O=c1[nH]cnc2cc(-c3ccccc3)sc12
4.7	CCc1nnc(NC(=O)CSc2nnc(-c3c[nH]c4ccccc34)n2C)s1
-0.8	CC(NC(=O)CSc1nnc(-c2cccc(S(=O)(=O)N3CCCCC3)c2)o1)C12CC3CC(CC(C3)C1)C2 (configuration not stated)
0.1	COCCN(CCOC)CC(O)COC(c1ccccc1)c1ccccc1 (configuration not stated)
17.7	O=C(c1ccccc1)c1sc(N2CCCCCC2)nc1-c1ccccc1
-1.2	Cn1c(CCNC(=O)c2ccc(Cl)cc2)n[nH]c1=S
-1.8	O=C1Cc2ccccc2N1c1c(Cl)cccc1Cl
0.4	CNC(=O)NC(=O)C(C)OC(=O)c1c(C)noc1C (configuration not stated)
5.3	Cc1ccc(-c2nc3ncccn3c2Nc2ccc3c(c2)OCCO3)cc1
-7.3	Cc1ccc(C2C(C(=O)c3cc4ccccc4o3)=C(O)C(=O)N2CCN2CCOCC2)o1 (configuration not stated)
-3.0	O=[N+]([O-])c1ccc(Cl)c(C2Nc3cccc4cccc(c34)N2)c1
0.3	CC(C)OC(=O)c1sc2nc3c(cc2c1N)C(=O)CCC3
-5.4	C[C@H](N)c1nnc(SCc2ccc(Cl)cc2Cl)o1
-0.5	N#CC1=C(N)Oc2n[nH]c(-c3ccccc3)c2C1c1ccsc1 (configuration not stated)
5.6	COC(=O)C1=C(C)NC(=O)NC1c1cccc(OC)c1OCc1ccccc1 (configuration not stated)
-1.1	CCCCOC(=O)CCn1c(=S)oc2ccccc21
-3.2	CC(C)CCC(C(=O)O)C(C)CC(=O)NC1CCCCC1 (configuration not stated)
-3.8	COC(=O)/C(=C/c1ccc(OC)cc1)NC(=O)c1ccco1
6.3	CCCOc1ccc([N+](=O)[O-])cc1C1NC(=S)NC(c2ccccc2)=C1C(=O)OCC (configuration not stated)
3.5	O=C(C1CCCN(S(=O)(=O)c2cccs2)C1)N1CCc2ccccc2C1 (configuration not stated)
4.7	c1ccc2c(c1)CC1(CCCC1)n1nnnc1-2
22.9	COC(=O)c1ccc2c(c1)C(C)(C)C(/C=C/c1ccccc1O)=[N+]2C

Some of the entries so far, as labelled records:
CC(C)CCC(C(=O)O)C(C)CC(=O)NC1CCCCC1 (configuration not stated)
  miR-122 sensor = -3.2
COC(=O)/C(=C/c1ccc(OC)cc1)NC(=O)c1ccco1
  miR-122 sensor = -3.8
CCCOc1ccc([N+](=O)[O-])cc1C1NC(=S)NC(c2ccccc2)=C1C(=O)OCC (configuration not stated)
  miR-122 sensor = 6.3
O=C(C1CCCN(S(=O)(=O)c2cccs2)C1)N1CCc2ccccc2C1 (configuration not stated)
  miR-122 sensor = 3.5
